Screens deposited in PubChem by National Center for Advancing Translational Sciences (NCATS).
JMJD2A Tudor inh – blocks the human JMJD2A Tudor domain. Potency, µM (series often up to 114 µM), inactives show top-dose activity change, negative = inhibition, most hits filed as inhibitors. AlphaScreen JMJD2A-Tudor / H3K4me3 peptide binding. actives 4.4% (n = 390,000); also: potency is read from the fitted curve at half-maximal effect; % is scaled to controls: 0 for no effect and ±100 for the full control effect; nearly all actives have a fitted effect of over 50% in size
PI4K2A inh – blocks human PI4K2A kinase activity; actives 0.13% (n = 420,000); purified PI4K2A, ADP-Glo luminescence, 1 h; active compounds read low; AID 1346378; activity change, negative = inhibition, % at 76.9 µM; in the data active = activity change below about -50%; inconclusive = mostly about -30% to -49%;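 also: -100% = wells without enzyme as full effect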
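ADP-Glo luminescence measured ADP generated by PI4K2A enzyme (4 ug/mL before mixing) with 1.2 mM PI substrate (pre-mix) and 300 microM ATP (pre-mix). Tris pH7.5 buffer with MgCl2, Triton X-100; 1 h reaction at ambient temperature.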
Tb PGK inh – inhibitors of T. brucei phosphoglycerate kinase; P07378; PGK/GAPDH coupled, Kinase-Glo luminescence, 60 min; Potency, µM (doses to about 57.5 µM), for inactives: at the top dose activity change, negative = inhibition, usual class: inhibitors; actives 0.043% (n = 380,000); AID 602233; also: potency is read from the fitted curve at half-maximal effect; % is scaled to controls: 0 for no effect and ±100 for the full control effect; nearly all actives have a fitted effect of over 60% in size
Target sequence (P07378 whole entry, looked up): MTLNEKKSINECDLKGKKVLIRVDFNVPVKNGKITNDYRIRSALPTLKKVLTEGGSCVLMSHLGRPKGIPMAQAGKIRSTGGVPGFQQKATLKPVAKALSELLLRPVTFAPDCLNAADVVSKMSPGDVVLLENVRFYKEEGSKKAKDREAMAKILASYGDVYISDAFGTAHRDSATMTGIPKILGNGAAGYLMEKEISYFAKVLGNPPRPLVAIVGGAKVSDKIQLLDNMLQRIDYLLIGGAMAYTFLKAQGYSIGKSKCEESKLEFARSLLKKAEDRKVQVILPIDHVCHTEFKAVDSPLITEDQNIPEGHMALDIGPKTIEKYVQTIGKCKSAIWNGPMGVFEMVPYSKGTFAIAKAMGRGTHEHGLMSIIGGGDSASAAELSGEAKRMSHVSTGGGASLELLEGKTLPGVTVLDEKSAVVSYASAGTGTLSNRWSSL
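Luminescent ATP detection (Kinase-Glo Plus) follows a 60-minute room-temperature incubation, with wells lacking PGK as controls. Buffer: 100 mM TEA (pH 7.6), 5 mM MgCl2, 0.01% Tween-20. Coupling enzyme GAPDH (100 nM final) supplies unstable 1,3-BPG in-well.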
GLS inhibitor – glutaminase GLS (human) inhibition; GLS enzymatic activity, qHTS titration; actives 0.21% (n = 410,000); O94925; AID 624170; Potency, µM (doses to about 45.5 µM), without a hit: at the highest dose activity change, negative = inhibition, actives largely listed as inhibitors; also: potency is read from the fitted curve at half-maximal effect; % is scaled to controls: 0 for no effect and ±100 for the full control effect
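Coupled fluorescence readout: glutamate oxidase/HRP/Amplex Red detect glutamate formed by hKGA from L-glutamine (1 mM solution added). Buffer 45 mM KH2PO4 pH 8.2, 0.02% Tween-20; reads at t0 and 30 min RT.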
Pin1 inhibitor – human Pin1 inhibition; Pin1 FP peptide displacement, HiFluor488, 10 min; Potency, µM (doses to about 115 µM), for the others: top-dose activity, negative = inhibition, usual class: inhibitors; actives 0.009% (n = 390,000); AID 504891; active = well fitted inhibition curve with a large enough effect in the polarisation, with a control signal flat, not every such curve was filed as active; inconclusive = small, poorly fitted or top-dose-only effect, or effect the other way, or a change in a side signal; inactive = no such curve, though single readings can be large or run the other way; the % refers to the polarisation; also: potency is read from the fitted curve at half-maximal effect; % is scaled to controls: 0 for no effect and ±100 for the full control effect
Target sequence (Q13526 whole entry, looked up): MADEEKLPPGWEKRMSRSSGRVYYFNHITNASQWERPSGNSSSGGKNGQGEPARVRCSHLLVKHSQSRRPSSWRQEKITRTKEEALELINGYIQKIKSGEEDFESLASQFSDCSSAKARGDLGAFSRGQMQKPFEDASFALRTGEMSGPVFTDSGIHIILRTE
G9a block – inhibitors of human histone lysine methyltransferase G9a. Q96KQ7. G9a H3K9 monomethylation, AlphaScreen, 2 h. Potency, µM (highest dose often 102 µM), for inactives: at the highest dose activity, negative = inhibition, hits mostly inhibitors. actives 8.8% (n = 350,000). AID 504332; also: potency is read from the fitted curve at half-maximal effect; % is scaled to controls: 0 for no effect and ±100 for the full control effect; nearly all actives have a fitted effect of over 75% in size
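Chemiluminescent proximity detection of H3K9 monomethylation, read after 10 min bead incubation in the dark. Reaction: 20 nM G9a, 500 nM biotin-H3K9 peptide, 20 uM SAM cofactor, 2 h, room temperature, following 15 min enzyme-compound preincubation.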
ERG Ets-DNA blk – blocks human ERG Ets domain binding to DNA; P11308; fluorescence polarization, His-ERG Ets domain / labelled DNA; Potency, µM (series often up to 76.9 µM), for inactives: at the highest dose FP activity, negative = inhibition, usual class: inhibitors; actives 0.028% (n = 370,000); AID 624246; active = well fitted inhibition curve with a large enough effect in the polarisation, with a control signal flat; inconclusive = small, poorly fitted or top-dose-only effect, or effect the other way, or a change in a side signal; inactive = no such curve, though single readings can be large or run the other way; the % refers to the polarisation;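 also: polarization taken with two DNA probes labelled with fluorescein and Texas red; potency is read from the fitted curve at half-maximal effect; % of control where 0% means no effect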
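His-tagged ERG Ets domain (1 uM in the protein solution; 300mM KCl, 50mM Tris-HCl, 1mM EDTA, 1mM DTT, pH 7.5) received compound, then a probe mix of 5 nM fluorescein-DNA and 100nM Texas-615-DNA. Fluorescence polarization was read for both dyes.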
HP1b binding inh – inhibitors of HP1-beta chromodomain binding to methylated histone tails. actives 0.56% (n = 390,000). Potency, µM (series often up to 114 µM), inactives show at the highest dose activity change, negative = inhibition, most hits filed as inhibitors. AlphaScreen HP1-beta / biotin-H3K9me3 peptide binding. P83916. AID 540317; also: potency is read from the fitted curve at half-maximal effect; nearly all actives have a fitted effect of over 70% in size; inactives centre near 23
Target sequence (P83916 whole entry, looked up): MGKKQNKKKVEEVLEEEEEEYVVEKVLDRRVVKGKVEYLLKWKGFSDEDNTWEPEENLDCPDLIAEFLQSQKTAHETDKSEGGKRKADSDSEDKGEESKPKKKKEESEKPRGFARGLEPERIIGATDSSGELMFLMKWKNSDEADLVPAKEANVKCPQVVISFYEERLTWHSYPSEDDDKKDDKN
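HP1-beta protein (50 nM final) preincubated 30 min at room temperature with biotinylated H3(1-18)K9me3 peptide (50 nM) in PBS pH 7.4, 0.01% Tween-20, then compound added for 30 min. AlphaScreen streptavidin donor/nickel chelate acceptor beads (10 ug/mL final), 30 min dark, luminescence read.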
BAZ2B inh – inhibitors of human BAZ2B bromodomain; Q9UIF8; AlphaScreen BAZ2B-H3K14Ac peptide displacement; Potency, µM (top dose mostly 114 µM), without a hit: top-dose activity change, negative = inhibition, actives largely listed as inhibitors; actives 4.4% (n = 360,000); also: potency is read from the fitted curve at half-maximal effect; % is scaled to controls: 0 for no effect and ±100 for the full control effect; nearly all actives have a fitted effect of over 60% in size
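Protein-peptide AlphaScreen: BAZ2B 50 nM, b-H3K14Ac 50 nM, 1x PBS pH 7.4 + 0.01% Tween-20. Preincubation 30 min RT; cpd 30 min RT (top 110 uM); beads 20 min RT, light-protected.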
* hit, by the source's call; [ ] = dose if it differs, or a comment. Unless noted, calls follow the shape of the dose curve; as a rule, active = well fitted curve in the direction sought with a large enough effect; inconclusive = small, poorly fitted or top-dose-only effect, or another doubt; inactive = no such curve, though single readings can be large; an effect the other way counts as inactive or inconclusive.

`O=C(CSc1ccccc1C(=O)N1CCN(c2ccccc2)CC1)N1CCCC1` gave JMJD2A Tudor inh 3%, PI4K2A inh 1, Tb PGK inh -4%, GLS inhibitor 2%, Pin1 inhibitor 3%, G9a block 13µM*, ERG Ets-DNA blk -5%, HP1b binding inh 43%[activator] and BAZ2B inh -5%.
COc1ccc(N2CCN(C(=O)C3CCN(S(=O)(=O)c4cccc5nonc45)CC3)CC2)cc1 was read as JMJD2A Tudor inh -31%, PI4K2A inh -3, Tb PGK inh inactive, GLS inhibitor 16%, Pin1 inhibitor -12%, G9a block inconclusive, ERG Ets-DNA blk 3%, HP1b binding inh 2% and BAZ2B inh 79µM*.
Cc1cc(C)c(C(=O)Cn2nc(C)c([N+](=O)[O-])c2C)cc1C was read as JMJD2A Tudor inh -8%, PI4K2A inh 4, Tb PGK inh -12%, GLS inhibitor -5%, Pin1 inhibitor -7%, G9a block -2%, ERG Ets-DNA blk 1%, HP1b binding inh 31% and BAZ2B inh -5%.
CCOC(=O)C1(CCOc2ccccc2)CCN(Cc2cccc(OCCO)c2)CC1 was read as JMJD2A Tudor inh -19%, PI4K2A inh -2, Tb PGK inh -1%, GLS inhibitor -10%, Pin1 inhibitor -2%, G9a block -10%[0.501 µM], ERG Ets-DNA blk 1%, HP1b binding inh 23% and BAZ2B inh -33%.
O=C(CCc1ccccc1)NNC(=O)c1ccccc1Cl was read as JMJD2A Tudor inh -14%, PI4K2A inh 1, Tb PGK inh -1%, GLS inhibitor 4%, Pin1 inhibitor -1%, G9a block 3%[0.501 µM], ERG Ets-DNA blk -4%, HP1b binding inh 21% and BAZ2B inh -3%.
`COc1ccccc1N1CCN(C(=O)CSc2ccccc2)CC1` gave JMJD2A Tudor inh -13%, PI4K2A inh 4, Tb PGK inh inactive, GLS inhibitor 8%, Pin1 inhibitor -3%, G9a block 11%, ERG Ets-DNA blk 7%, HP1b binding inh 8% and BAZ2B inh -4%.
NC(=NCCc1c[nH]c2ccccc12)NS(=O)(=O)c1cc(F)ccc1F was read as JMJD2A Tudor inh -31%, PI4K2A inh 0, Tb PGK inh 1%, GLS inhibitor 17%, Pin1 inhibitor 3%, G9a block 8%[59 µM], ERG Ets-DNA blk -7%, HP1b binding inh 0% and BAZ2B inh -35%.
Screening Cc1cccc2cc(CN(CC3CCCO3)C(=O)c3ccncc3)c(=O)[nH]c12 (stereo unspecified) returned JMJD2A Tudor inh -10%, PI4K2A inh -1, Tb PGK inh 0%, GLS inhibitor -1%, Pin1 inhibitor 4%, G9a block -48%[12.7 µM], ERG Ets-DNA blk 1%, HP1b binding inh 0% and BAZ2B inh 4%.
Screening O=C(NC(NCc1ccccc1)C(Cl)(Cl)Cl)c1cccnc1 (stereo unspecified) returned JMJD2A Tudor inh -9%, PI4K2A inh -1, Tb PGK inh -7%, GLS inhibitor -5%, Pin1 inhibitor 1%, G9a block 1%, ERG Ets-DNA blk 4%, HP1b binding inh 36% and BAZ2B inh 6%.
`CCc1nnc(NC(=O)CSc2nc3cc(OC)c(OC)cc3cc2C)s1` gave JMJD2A Tudor inh -16%, PI4K2A inh 2, Tb PGK inh 7%, GLS inhibitor 6%, Pin1 inhibitor 16%, ERG Ets-DNA blk 3%, HP1b binding inh 32% and BAZ2B inh -18%.
For Cc1ccc(CNC(=O)c2cc3sccc3n2Cc2ccc(Cl)cc2)cc1 the results were JMJD2A Tudor inh -13%, PI4K2A inh 2, Tb PGK inh 4%, GLS inhibitor 0%, Pin1 inhibitor 27%, G9a block inconclusive, ERG Ets-DNA blk -9%, HP1b binding inh 27% and BAZ2B inh -9%.
Screening COc1ccccc1C(=O)OCCN=C1NS(=O)(=O)c2ccccc21 returned JMJD2A Tudor inh -3%, PI4K2A inh 2, Tb PGK inh -9%, GLS inhibitor -13%, Pin1 inhibitor 1%, G9a block -11%, ERG Ets-DNA blk 5%, HP1b binding inh 30% and BAZ2B inh 3%.
Screening COc1ccc(C(=O)Cc2cc3ccccc3oc2=O)cc1 returned JMJD2A Tudor inh -6%, PI4K2A inh -1, Tb PGK inh -2%, GLS inhibitor -4%, Pin1 inhibitor 11%, G9a block 17%, ERG Ets-DNA blk -6%, HP1b binding inh 20% and BAZ2B inh 1%.
For Cc1nnc(NC(=O)CN2CCN(Cc3c(Cl)cccc3Cl)CC2)s1 the results were JMJD2A Tudor inh -7%, PI4K2A inh -2, Tb PGK inh 4%, GLS inhibitor -3%, Pin1 inhibitor -1%, ERG Ets-DNA blk 2%, HP1b binding inh 46%[activator] and BAZ2B inh -7%.
CCN1CCN(c2nc(C)c3c(n2)CCCC3=O)CC1 was read as JMJD2A Tudor inh -9%, PI4K2A inh 8, Tb PGK inh inactive, GLS inhibitor 1%, Pin1 inhibitor -3%, G9a block 22%[12.7 µM], ERG Ets-DNA blk 10%, HP1b binding inh 17% and BAZ2B inh -31%.
`COCCNC(=S)N1CCC(c2nc(-c3ccc(F)cc3)no2)CC1` gave JMJD2A Tudor inh -8%, PI4K2A inh -2, Tb PGK inh -4%, GLS inhibitor 4%, Pin1 inhibitor -1%, G9a block inconclusive, ERG Ets-DNA blk -5%, HP1b binding inh 27% and BAZ2B inh inconclusive.
CC(=O)Nc1ccc(NC(=O)c2cc[n+]([O-])cc2)cc1 was read as JMJD2A Tudor inh -10%, PI4K2A inh -1, Tb PGK inh -2%, GLS inhibitor -6%, Pin1 inhibitor -7%, G9a block 7%, ERG Ets-DNA blk 2%, HP1b binding inh -6% and BAZ2B inh -1%.
`COc1ccccc1NC(=O)CN1C(=O)NC2(CCCc3ccccc32)C1=O` (stereo unspecified) gave JMJD2A Tudor inh -10%, PI4K2A inh 5, Tb PGK inh 2%, GLS inhibitor 4%, Pin1 inhibitor 8%, G9a block 6%[59 µM], ERG Ets-DNA blk -2%, HP1b binding inh 41%[activator] and BAZ2B inh 11%.
CCc1ccccc1NC(=O)C1CCCN(c2ncccn2)C1 (stereo unspecified) was read as JMJD2A Tudor inh -19%, PI4K2A inh 8, Tb PGK inh -6%, GLS inhibitor 1%, Pin1 inhibitor -3%, G9a block 17%, ERG Ets-DNA blk 10%, HP1b binding inh 9% and BAZ2B inh 8%.
Screening COc1ccccc1CC(=O)Nc1ccc(S(=O)(=O)N2CCCC2)cc1 returned JMJD2A Tudor inh -1%, PI4K2A inh 5, Tb PGK inh -1%, GLS inhibitor -4%, Pin1 inhibitor -2%, G9a block 10%, ERG Ets-DNA blk 3%, HP1b binding inh 21% and BAZ2B inh -19%.
`O=C(NNC(=O)c1c(O)c2ccccc2[nH]c1=O)c1ccccc1Br` gave JMJD2A Tudor inh -1%, PI4K2A inh 4, Tb PGK inh 0%, GLS inhibitor 5%, Pin1 inhibitor 7%, G9a block 19%, ERG Ets-DNA blk -4%, HP1b binding inh 14% and BAZ2B inh -10%.
For Cc1nnc(CN(C)C(=O)CC2C(=O)NCCN2Cc2ccccc2C)o1 (stereo unspecified) the results were JMJD2A Tudor inh -7%, PI4K2A inh -2, Tb PGK inh 8%, GLS inhibitor 16%, Pin1 inhibitor -12%, G9a block 35µM*, ERG Ets-DNA blk 11%, HP1b binding inh 44%[activator] and BAZ2B inh -19%.
Screening O=C(CN1C(=O)NC2(CCCCC2)C1=O)Nc1cccc(S(=O)(=O)N2CCCC2)c1 returned JMJD2A Tudor inh -10%, PI4K2A inh -4, Tb PGK inh inactive, GLS inhibitor -8%, Pin1 inhibitor -11%, G9a block 2%[12.7 µM], ERG Ets-DNA blk -4%, HP1b binding inh 22% and BAZ2B inh -24%.
Cc1ccc2cc(CN(CCCO)S(=O)(=O)c3ccccc3F)c(=O)[nH]c2c1C was read as JMJD2A Tudor inh -13%, PI4K2A inh -2, Tb PGK inh -3%, GLS inhibitor -20%, Pin1 inhibitor -1%, G9a block 28%[59 µM], ERG Ets-DNA blk 16%, HP1b binding inh 50%[activator] and BAZ2B inh 2%.
`Cc1cc(NC(=O)CON=C(N)CC(=O)Nc2ccccc2Cl)ccc1Br` gave JMJD2A Tudor inh -18%, PI4K2A inh 0, Tb PGK inh inactive, GLS inhibitor 1%, Pin1 inhibitor 14%, G9a block -27%, ERG Ets-DNA blk 9%, HP1b binding inh 28% and BAZ2B inh -29%.

Among those listed so far, these contain bromine.
`O=C(NNC(=O)c1c(O)c2ccccc2[nH]c1=O)c1ccccc1Br` gave JMJD2A Tudor inh -1%, PI4K2A inh 4, Tb PGK inh 0%, GLS inhibitor 5%, Pin1 inhibitor 7%, G9a block 19%, ERG Ets-DNA blk -4%, HP1b binding inh 14% and BAZ2B inh -10%.
`Cc1cc(NC(=O)CON=C(N)CC(=O)Nc2ccccc2Cl)ccc1Br` gave JMJD2A Tudor inh -18%, PI4K2A inh 0, Tb PGK inh inactive, GLS inhibitor 1%, Pin1 inhibitor 14%, G9a block -27%, ERG Ets-DNA blk 9%, HP1b binding inh 28% and BAZ2B inh -29%.
